BRCA1 expr act: BRCA1 expression activation; MCF7-BRCA1-FFLuc reporter, luminescence, 48 h; response scale: scaled: vehicle 0%, 10 µM genistein 100%; Potency, µM (doses to about 46.1 µM), for inactives: at the highest dose activation, usual class: activators; hit rate 1.1% among 380,000; also: potency is read from the fitted curve at half-maximal effect; nearly all actives have a fitted effect of over 80% in size; some results filed as inactive show a strong effect at the top dose
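Compounds are tested at multiple concentrations on MCF7 BRCA1-luciferase reporter cells seeded at 2000 per well; after 48 h, a single luminescence end-point is taken and curves fitted to the normalized data.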
RORg inh: ROR gamma (mouse) transcription inhibition | Potency, µM (titrated, usually from 53.6 µM), inactives show at the highest dose activity change, negative = inhibition, most hits filed as inhibitors | AID 2551 | P51450 | hit rate 5.4% among 310,000 | Drosophila S2 Gal4-RORgamma UAS-luciferase reporter, 20 h; also: potency is read from the fitted curve at half-maximal effect; % is scaled to controls: 0 for no effect and ±100 for the full control effect; nearly all actives have a fitted effect of over 60% in size
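Drosophila S2 cells stably expressing Gal4-DBD/mouse RORγ fusion under metallothionein promoter plus UAS-luciferase; compound 1 h, then 700 uM CuSO4 induction for 20 h at ambient temperature; inhibition read as reduced luminescence.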
p53 reactivator: restores transcriptional activity of mutant p53; H1299 p53-A138V BP100-luciferase reporter, luminescence, 24 h; Potency, µM (titrated, usually from 92.2 µM), for inactives: at the top dose activity change, positive = activation, most hits filed as activators; hit rate 0.063% among 320,000; AID 504706; also: potency is read from the fitted curve at half-maximal effect; % of control where 0% means no effect; nearly all actives have a fitted effect of over 45% in size
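p53-null H1299 cells stably carrying temperature-sensitive p53-A138V and a BP100-luciferase reporter were pinned with compounds (4-point, 1:5 series) and held 24 hrs at 37 deg C. Luminescence was read 10 min after detection reagent.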
FLuc counter: counter-screen for miR-21 project: firefly luciferase inhibitors or activators | P08659 | purified FLuc, Km substrates, luminescence inhibition | Potency, µM (doses to about 57.5 µM), without a hit: top-dose activity change, negative = inhibition, most hits filed as inhibitors | hit rate 6.9% among 360,000 | AID 588342;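 also: potency is read from the fitted curve at half-maximal effect; plate controls were vehicle for no effect and reference inhibitor for full effect; nearly all actives have a fitted effect of over 55% in size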
Target sequence (P08659 whole entry, looked up): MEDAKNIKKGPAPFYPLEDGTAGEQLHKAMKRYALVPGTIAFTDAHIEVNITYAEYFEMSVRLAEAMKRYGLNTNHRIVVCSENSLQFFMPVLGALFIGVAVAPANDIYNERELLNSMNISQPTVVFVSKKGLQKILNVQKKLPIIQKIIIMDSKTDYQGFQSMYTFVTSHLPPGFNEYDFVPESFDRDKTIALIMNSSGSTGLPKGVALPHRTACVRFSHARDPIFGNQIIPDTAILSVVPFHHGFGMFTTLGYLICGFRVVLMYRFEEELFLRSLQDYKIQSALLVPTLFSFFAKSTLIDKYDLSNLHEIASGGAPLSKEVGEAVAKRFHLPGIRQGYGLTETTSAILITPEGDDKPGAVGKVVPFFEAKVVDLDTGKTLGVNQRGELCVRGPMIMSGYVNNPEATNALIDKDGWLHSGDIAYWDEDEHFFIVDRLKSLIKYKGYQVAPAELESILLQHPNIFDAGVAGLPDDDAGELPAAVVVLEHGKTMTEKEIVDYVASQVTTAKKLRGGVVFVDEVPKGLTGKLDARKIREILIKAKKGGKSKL
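Purified P. pyralis luciferase, 10 nM final, with Km-level 10 uM D-luciferin and 10 uM ATP in 50 mM Tris acetate pH 7.5, 10 mM Mg acetate, 0.01% Tween-20, 0.05% BSA; 6-point qHTS titration about 60 µM downward; luminescence read.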
ELG1 repair inh: blocks ELG1-dependent DNA repair in HEK293T cells; HEK293T ELG1-luciferase reporter, luminescence, 16 h; DNA damage induced by 5-fluorouridine; Potency, µM (highest dose often 46.1 µM), without a hit: top-dose activity change, negative = inhibition, most hits filed as inhibitors; hit rate 2.3% among 330,000; AID 504467; also: potency is read from the fitted curve at half-maximal effect; % is scaled to controls: 0 for no effect and ±100 for the full control effect; nearly all actives have a fitted effect of over 55% in size
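Step one: seed 2,000 cells per well. Step two: pin-transfer compound or DMSO alongside 5-fluorouridine. Step three: incubate 16 hr, 37 °C, 5% CO2. Step four: add ONE-Glo, wait 30 min, read luminescence.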
Tb PFK block: inhibitors of T. brucei phosphofructokinase; O15648; hit rate 0.17% among 330,000; T. brucei PFK, ADP-Glo luminescence; Potency, µM (series often up to 57.5 µM), for inactives: at the top dose activity, negative = inhibition, usual class: inhibitors;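 also: potency is read from the fitted curve at half-maximal effect; 0% = uninhibited 1x PFK enzyme wells and -100% = no-enzyme wells; nearly all actives have a fitted effect of over 60% in size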
Target sequence (O15648 whole entry, looked up): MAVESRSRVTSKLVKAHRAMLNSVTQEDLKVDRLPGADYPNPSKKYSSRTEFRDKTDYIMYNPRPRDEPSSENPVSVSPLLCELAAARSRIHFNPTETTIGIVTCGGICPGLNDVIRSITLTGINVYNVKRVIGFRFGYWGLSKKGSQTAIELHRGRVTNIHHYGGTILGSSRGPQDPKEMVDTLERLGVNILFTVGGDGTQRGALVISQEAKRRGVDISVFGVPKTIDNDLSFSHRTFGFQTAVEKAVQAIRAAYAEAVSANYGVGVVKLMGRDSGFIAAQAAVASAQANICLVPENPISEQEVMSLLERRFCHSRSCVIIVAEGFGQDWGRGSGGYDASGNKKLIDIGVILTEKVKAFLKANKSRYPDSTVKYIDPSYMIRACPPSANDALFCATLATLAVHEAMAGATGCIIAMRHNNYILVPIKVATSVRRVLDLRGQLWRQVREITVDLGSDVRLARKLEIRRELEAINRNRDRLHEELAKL
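1.25 nM PFK with 0.5 mM F6P and 0.1 mM ATP in 0.1 M TEA pH 8.0, 5 mM MgCl2, incubated 45 min at room temperature; ADP measured by ADP-Glo luminescence; compounds titrated up to 57 uM.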
ELG1 genotox: inducers of genotoxicity in HEK293T ELG1-luciferase cells; AID 504466; HEK293T ELG1-luciferase reporter, luminescence, 16 h; Potency, µM (titrated, usually from 46 µM), without a hit: top-dose activity change, positive = activation, usual class: activators; hit rate 1.3% among 330,000; also: potency is read from the fitted curve at half-maximal effect; % of control where 0% means no effect; nearly all actives have a fitted effect of over 60% in size
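Cells (2,000/well) expressing the ELG1-luciferase fusion are dosed by pin tool and kept 16 hr at 37 °C, 5% CO2. Signal comes from ONE-Glo luciferase reagent after 30 min at room temperature.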
NPC1 prom act: NPC1 promoter activation; Potency, µM (series often up to 9.22 µM), inactives show top-dose activation, actives largely listed as activators; Huh7 NPC1 promoter luciferase reporter, 24 h; AID 485313; hit rate 2.4% among 320,000;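 also: potency is read from the fitted curve at half-maximal effect; % of control where 0% means no effect; nearly all actives have a fitted effect of over 60% in size; reporter is driven by a mutant NPC1 promoter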
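NPC1 promoter–luciferase Huh7 cells; 24 h compound; luminescence.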
Gal4-VP16 FLuc: inhibits Gal4-VP16 luciferase reporter, ROR gamma counter-screen | Drosophila S2 Gal4-VP16 UAS-luciferase, luminescence, 20 h | Potency, µM (highest dose often 53.6 µM), without a hit: top-dose activity, negative = inhibition, usual class: inhibitors | hit rate 3.5% among 310,000;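 also: Gal4-VP16 expression switched on by copper sulfate through the metallothionein promoter; potency is read from the fitted curve at half-maximal effect; % is scaled to controls: 0 for no effect and ±100 for the full control effect; nearly all actives have a fitted effect of over 50% in size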
TRPV1 ag: human TRPV1 agonism; Q8NER1; TRPV1-expressing cells, Fluo-8 calcium influx, agonist mode; activation, % at 8.33 µM; hit rate 0.19% among 320,000; in the data active = activation above about 80%; inconclusive = between about 30% and that limit; also: 0% is about no effect
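Cells expressing TRPV1 were dye-loaded with Fluo-8 and read kinetically: 10 s baseline, 3 min after compound (agonist portion), then 2 min after EC20 capsaicin (allosteric enhancer portion). Calcium-bound dye fluorescence at 480/520 nm.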
Rab9 promoter act: Rab9 promoter activation | Huh7 Rab9 promoter-luciferase reporter, luminescence, 24 h | Potency, µM (doses to about 9.22 µM), for the others: at the highest dose activation, negative = inhibition, usual class: activators | hit rate 2.8% among 320,000 | AID 485297; also: potency is read from the fitted curve at half-maximal effect; % of control where 0% means no effect; nearly all actives have a fitted effect of over 60% in size
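Cell-based reporter: Huh7 stable for Rab9 promoter-driven luciferase, plated in reduced-serum medium with 10% FBS at 1500 cells/well, compound-treated 24 h at 37 °C, luminescence read after 10 min reagent.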
* = called active by the depositor; ? = inconclusive; nt = not tested or not shown; [ ] = dose if it differs, or a comment. Unless noted, calls follow the shape of the dose curve; as a rule, active = well fitted curve in the direction sought with a large enough effect; inconclusive = small, poorly fitted or top-dose-only effect, or another doubt; inactive = no such curve, though single readings can be large; an effect the other way counts as inactive or inconclusive. This is a random part of the collection; any-hit rate near 15%.

SMILES	BRCA1 expr act	RORg inh	p53 reactivator	FLuc counter	ELG1 repair inh	Tb PFK block	ELG1 genotox	NPC1 prom act	Gal4-VP16 FLuc	TRPV1 ag	Rab9 promoter act
N#CCCN(C(=O)COC(=O)CCc1c[nH]c2ccccc12)c1ccc(F)cc1	-9%	nt	7%	0%	7%	-9%	-2%	-9%	nt	-12	1%
COc1ccc(C2=NN(C(=O)CN3CCCCC3)C(c3ccc(OC)cc3)C2)cc1 (configuration not stated)	4%	-8%	1%	-2%	0%	3%	-3%	1%	8%	25	-1%
CCn1nnnc1NCc1c(OC)ccc2ccccc12	-4%	1%	2%	-2%	-6%	-6%	0%	-3%	4%	-5	0%
O=C(CNS(=O)(=O)c1ccccc1)N/N=C/c1ccccc1[N+](=O)[O-]	-13%	14%	-5%	-1%	-6%	2%	3%	1%	2%	0	-3%
COCCCNC(=O)c1nc2c(nnn2Cc2cc(C)ccc2C)c(=O)[nH]1	0%	-12%	31%	7%	-5%	-1%	-2%	1%	22%	-1	0%
Oc1ccc(N2CCN(c3ccnc4cc(Cl)ccc34)CC2)cc1	-36%	-40%	-16%	3%	?	-22%	-9%	2%	10%	0	4%
O=C(CSc1ncnc2ccccc12)c1ccco1	-60%	?	28%	3µM*	?	-1%	?	3.2µM*	?	1	3.2µM*
CCN(CC(=O)Nc1c(F)cccc1F)C(=O)CCc1nc2sc3c(c2c(=O)[nH]1)CCCC3	-31%	nt	0%	-1%	-15%	-12%	1%	-4%	nt	0	-5%
Cc1nnc(SCC(=O)NC2CCCC2)s1	1%	-39%	-1%	15%	0%	5%	2%	-2%	-14%	-6	0%
CS(=O)(=O)N1CCCC(C(=O)Nc2ccccc2)C1 (configuration not stated)	-33%	-12%[1.91 µM]	3%	-1%	-1%	0%	0%	0%	-4%	-3	0%
Cc1cccc(N2CCCn3c2nc2c3c(=O)[nH]c(=O)n2C)c1	-13%	32%	-4%	-2%	2%	3%	-1%	-3%	15%	-1	-1%
COc1ccccc1NS(=O)(=O)c1cc(NC(=O)CCNC(C)=O)ccc1N1CCCCC1	-37%	nt	-7%	5%	21%	19%	-2%	0%	nt	3	-7%
COc1cc(S(=O)(=O)NCC(c2ccco2)N2CCCCC2)ccc1NC(C)=O (configuration not stated)	-7%	nt	-2%	5%	17%	0%	1%	-2%	nt	0	-8%
Cc1cc(C)c(S(=O)(=O)NCc2ccc3c(c2)OCO3)cc1C	-11%	-23%	nt	-1%	3%	1%	-6%	0%	10%	26	-2%
O=C(c1ccc(=O)[nH]c1)N1CCN(S(=O)(=O)c2ccccc2)CC1	-3%	6%	-4%	0%	3%	1%	-5%	2%	10%	1	-7%
CCOc1ccc(N(CC(=O)N/N=C/c2cccnc2)S(C)(=O)=O)cc1	-3%	15%	-3%	-1%	13%	-5%	3%	-2%	0%	-4	-7%
Cc1ccc(C(=O)NC2CCN(S(=O)(=O)c3ccc(F)cc3)CC2)cc1	-15%	-23%[1.91 µM]	nt	9%	1%	-1%	?	-8%	-5%	2	2%
O=C1c2ccccc2C(=O)N1CSc1nnnn1-c1ccccc1	0%	3%	-1%	-1%	1%	-3%	1%	0%	24%	12	-3%
COc1cccc(N2C(=O)C3C(C2=O)C2C=CC3C23CC3)c1 (configuration not stated)	-13%	-15%	-4%	?	11%	-5%	1%	2%	-3%	2	-5%
Cc1cccc2cc(C#N)c(SCC(=O)NCc3cccs3)nc12	-5%	-10%[10 µM]	4%	-1%	-1%	-4%	1%	0%	-10%	-5	-4%
CC1(C)CN(c2cccc(Br)c2)C1=O	0%	14%	16%	-6%	7%	-5%	-1%	-5%	1%	12	2%
O=C1NC(=O)C2C1C(c1cccs1)NN2Cc1ccccc1 (configuration not stated)	8%	-1%	9%	-8%	6%	-3%	2%	-4%	0%	11	-2%
CC(C)CNC(=O)c1nc(-c2ccccc2)n(-c2ccccc2)n1	-16%	0%	3%	4%	?	8%	-5%	-3%	3%	-3	-2%
c1csc(CNc2nc3ccccc3n2CCN2CCOCC2)c1	4%	-8%	-2%	1%	7%	0%	-2%	5%	-5%	9	-11%

An excerpt from above in order of their number in Rab9 promoter act, lowest first:
Molecule,RORg inh,p53 reactivator,Tb PFK block,NPC1 prom act,TRPV1 ag,Rab9 promoter act
COc1cc(S(=O)(=O)NCC(c2ccco2)N2CCCCC2)ccc1NC(C)=O (configuration not stated),nt,-2%,0%,-2%,0,-8%
CCOc1ccc(N(CC(=O)N/N=C/c2cccnc2)S(C)(=O)=O)cc1,15%,-3%,-5%,-2%,-4,-7%
Cc1ccc(C(=O)NC2CCN(S(=O)(=O)c3ccc(F)cc3)CC2)cc1,-23%[1.91 µM],nt,-1%,-8%,2,2%

In another format: 4 of the compounds above
COc1cc(S(=O)(=O)NCC(c2ccco2)N2CCCCC2)ccc1NC(C)=O (configuration not stated)
  BRCA1 expr act: -7%; RORg inh: nt; p53 reactivator: -2%; FLuc counter: 5%; ELG1 repair inh: 17%; Tb PFK block: 0%; ELG1 genotox: 1%; NPC1 prom act: -2%; Gal4-VP16 FLuc: nt; TRPV1 ag: 0; Rab9 promoter act: -8%

Cc1cc(C)c(S(=O)(=O)NCc2ccc3c(c2)OCO3)cc1C
  BRCA1 expr act: -11%; RORg inh: -23%; p53 reactivator: nt; FLuc counter: -1%; ELG1 repair inh: 3%; Tb PFK block: 1%; ELG1 genotox: -6%; NPC1 prom act: 0%; Gal4-VP16 FLuc: 10%; TRPV1 ag: 26; Rab9 promoter act: -2%

O=C(c1ccc(=O)[nH]c1)N1CCN(S(=O)(=O)c2ccccc2)CC1
  BRCA1 expr act: -3%; RORg inh: 6%; p53 reactivator: -4%; FLuc counter: 0%; ELG1 repair inh: 3%; Tb PFK block: 1%; ELG1 genotox: -5%; NPC1 prom act: 2%; Gal4-VP16 FLuc: 10%; TRPV1 ag: 1; Rab9 promoter act: -7%

CCOc1ccc(N(CC(=O)N/N=C/c2cccnc2)S(C)(=O)=O)cc1
  BRCA1 expr act: -3%; RORg inh: 15%; p53 reactivator: -3%; FLuc counter: -1%; ELG1 repair inh: 13%; Tb PFK block: -5%; ELG1 genotox: 3%; NPC1 prom act: -2%; Gal4-VP16 FLuc: 0%; TRPV1 ag: -4; Rab9 promoter act: -7%

Additional records
SMILES	BRCA1 expr act	RORg inh	p53 reactivator	FLuc counter	ELG1 repair inh	Tb PFK block	ELG1 genotox	NPC1 prom act	Gal4-VP16 FLuc	TRPV1 ag	Rab9 promoter act
CCOC(=O)CC(=O)CSc1nc(CC)c(C)cc1C#N	-41%	-8%	2%	?	?	-6%	4%	0%	0%	-10	-1%
COc1ccc(Cl)cc1NC(=O)CSc1nnc(COc2ccccc2)n1C	-4%	23%	-11%	3%	-15%	-6%	-2%	-2%	4%	4	-3%
Cc1cccc2sc(NC(=O)CNS(=O)(=O)c3ccc(Br)s3)nc12	1%	11µM*	-5%	0%	-4%	-1%	-1%	3%	-27%	nt	6%
CS(=O)(=O)N(CC(=O)N1CCOCC1)c1cccc(F)c1	1%	0%	9%	-3%	14%	-3%	-5%	-4%	-19%	2	-2%
COC(=O)c1ccc(NC(=O)CN2C(=O)CSC2=O)cc1	-23%	0%	1%	?	11%	12%	0%	2%	1%	5	1%
Cc1cccc(NC(=O)Cn2c(=O)n(Cc3ccco3)c(=N)c3c4c(sc32)COC(C)(C)C4)c1	-11%	0%	-8%	4%	?	1%	-6%	-3%	-2%	0	0%
Cc1cc2cc3c(cc2nc1SCc1ccccn1)OCCO3	-1%	-4%	-4%	?	?	0%	10%	-4%	-3%	7	?
CC(=O)c1ccc(OCc2cc(C(=O)NC(C)CCn3cccn3)no2)cc1 (configuration not stated)	?	nt	nt	15µM*	?	-2%	18µM*	2.8µM*	nt	-2	4µM*
O=C(CSc1nc(-c2ccc(F)cc2)cc(C(F)(F)F)n1)NCCN1CCOCC1	16%	11%	4%	10%	2%	-2%	0%	-2%	-11%	1	-2%
O=C1c2cccc3cccc(c23)C(=O)N1CCCN1CCN(c2ccc(F)cc2)CC1	7%	45%	-7%	2%	?	2%	-17%	-5%	4%	1	-12%
COc1ccc(Nc2oc(-c3cccs3)nc2C#N)cc1	1.4µM*	?	7%	4.8µM*	?	-9%	?	?	-13%	-2	3.2µM*
Cn1c(SCC(=O)c2ccc3c(c2)OCO3)nnc1-c1ccccn1	24%	-1%	nt	-15%	nt	nt	nt	nt	22%	5	nt
CN(Cc1cccc2ccccc12)C(=O)c1cc(COc2c(F)cccc2F)on1	-16%	20%	-5%	2%	-11%	-8%	0%	-8%	-20%	7	1%
COc1cc(/C=C2\SC(=S)N(CC(=O)NC3=NCCS3)C2=O)cc(OC)c1OC	-8%	-41%	-1%	1%	18%	-2%	5%	-5%	-24%	-4	-5%
